# phage Ecoli inh – E. coli growth loss with phage present. AID 651602. inhibition, % at 11.9 µM. growth absorbance. 0.26% of 360,000 active; in the data active = inhibition above about 11%
# PKA-R1A act – PKA-R1A complex activation. 0.083% of 340,000 active. P00514+P68181. PKA-R1A dissociation, Cy5-IP20 fluorescence polarization; scaled: DMSO 0%, 113 µM cGMP 100%. activation, % at 11.4 µM;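 active = percent activation above the mean of all tested compounds plus 3 SD, cut at about 19% in these data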;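 note: higher means more PKAc released from R1A so a rise in polarization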
# Tat export inh – blocks Tat-dependent protein export in E. coli. E. coli MC4100 TorA-mCherry Tat export, fluorescence. inhibition, % at 10 µM. 0.036% of 340,000 active;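 active = mean replicate inhibition at least 50% and at least half of replicates individually reaching 50%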;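 note: exported cargo escapes ClpAP degradation while cytoplasmic cargo is degraded and loses fluorescence; 0% = median of neutral control wells and 100% = median of NaSCN control wells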
# Mot1-301 SUMO – blocks SUMOylation pathway, rescuing yeast Mot1-301 growth | S. cerevisiae Mot1-301 growth rescue, ATP luminescence, 38.5C; percent above DMSO median, 100 means doubled | 1% of 320,000 active | growth rescue, % at 18.8 µM;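 active = every valid replicate shows activation above 250% relative to neutral control wells; inactive = the rest, any valid replicate at or below 250%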;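 note: OY570 slx delta 5 strain wells were the positive control but not used for scaling; some compounds called inactive have numbers as strong as hits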
# MOR-DOR ag – agonists of human mu-delta opioid receptor heterodimerization; P35372+P41143; 0.3% of 340,000 active; cells, OPRM1-OPRD1 heterodimerization, luminescence; activation, % at 9.3 µM; AID 504326; in the data active = activation above about 18%;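 note: 0% = vehicle-treated cells and 100% = reference agonist; values of inactives mirror those of a sister screen read the other way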
# Target sequence (P35372 whole entry, looked up): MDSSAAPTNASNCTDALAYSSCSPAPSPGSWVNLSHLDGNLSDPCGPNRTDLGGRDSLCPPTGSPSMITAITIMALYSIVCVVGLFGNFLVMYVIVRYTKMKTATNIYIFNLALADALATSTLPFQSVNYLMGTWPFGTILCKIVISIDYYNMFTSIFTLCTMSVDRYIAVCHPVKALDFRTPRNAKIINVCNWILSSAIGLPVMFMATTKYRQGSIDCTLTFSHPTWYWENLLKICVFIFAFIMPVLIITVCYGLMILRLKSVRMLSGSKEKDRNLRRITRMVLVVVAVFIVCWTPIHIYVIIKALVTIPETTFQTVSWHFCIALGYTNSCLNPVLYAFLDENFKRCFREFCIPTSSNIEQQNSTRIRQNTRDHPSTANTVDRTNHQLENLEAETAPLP
# Target sequence (P41143 whole entry, looked up): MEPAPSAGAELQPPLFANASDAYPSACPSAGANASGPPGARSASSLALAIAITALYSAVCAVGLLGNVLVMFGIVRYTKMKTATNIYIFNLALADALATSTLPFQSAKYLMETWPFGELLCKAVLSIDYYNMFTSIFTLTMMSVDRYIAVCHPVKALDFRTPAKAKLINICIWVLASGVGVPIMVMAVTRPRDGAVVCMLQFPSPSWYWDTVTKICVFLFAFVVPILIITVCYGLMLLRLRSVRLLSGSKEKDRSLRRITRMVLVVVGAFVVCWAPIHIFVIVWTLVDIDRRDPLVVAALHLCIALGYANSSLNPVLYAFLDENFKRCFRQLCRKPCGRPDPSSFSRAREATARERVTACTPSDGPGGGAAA
# DSG3 Ab inh – human desmoglein-3 autoantibody binding inhibition; P32926; DSG3-coupled beads, scFv-anti-DSG3-GFP binding, flow cytometry; hits give low values; binding (percent of control), % at 10 µM; 0.48% of 310,000 active;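 active = binding more than 3 SD below its plate's average and above zero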;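 note: hits lower antibody fragment binding to DSG3; some compounds called inactive have numbers as strong as hits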
# AddAB inh – less growth of phage-infected E. coli with AddAB; E. coli expressing H. pylori AddAB, absorbance growth; inhibition, % at 11.9 µM; 0.29% of 330,000 active; AID 435030; in the data active = inhibition above about 12%;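 note: 0% = vehicle wells of infected cells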
# PfHsp90 set2 – inhibits growth of yeast expressing Plasmodium falciparum Hsp90; S. cerevisiae expressing PfHsp90, BacTiter-Glo ATP, 48 h; yeast lacking PDR1 and PDR3 efflux regulators; inhibition, % at 9.4 µM; 0.32% of 310,000 active;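 active = every replicate shows inhibition above about 80%, whatever the replicate mean, limit read from the data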;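 note: 0% = DMSO neutral controls and 100% = 20 µM radicicol positive controls; yeast relying on Plasmodium falciparum Hsp90 in place of its own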
# Arr AP2 block – human beta-arrestin and AP2 interaction inhibition; inhibition, % at 10 µM; 0.31% of 340,000 active; FITC-arrestin peptide / GST-AP2 beads, flow cytometry; AP2 beta2 appendage carries R879A mutation;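 active = inhibition above a set limit, near 3 SD of compounds lacking own fluorescence, cut at about 54% in these data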;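 note: plate controls were DMSO wells for no effect and 5 µM unlabelled arrestin peptide for full effect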
#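 test system = AP2 appendage R879A on GSH beads | buffer or medium = PBS plus Tween 20 (0.05%) and BSA (0.1%) | incubation = 12 min plus 1 h, RT | detection = bead flow cytometry, FITC channel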
# OPRM1-OPRD1 inv – inverse agonist of human OPRM1-OPRD1 heterodimerization | inhibition, % at 9.3 µM | 0.21% of 340,000 active | P35372+P41143 | AID 504357 | cell-based MOR-DOR heterodimer luminescence, inverse agonism; in the data active = inhibition above about 22%, passing the limit was not always enough;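 note: 0% = cells with DMSO and 100% = wells without cells with DMSO; values of inactives mirror those of a sister screen read the other way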
# Ecoli viability – counter-screen for AddAB inhibitors: E. coli growth inhibition | E. coli V3065 growth, OD600 absorbance, 18 h | inhibition, % at 11.9 µM | 0.27% of 330,000 active | AID 449728;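 active = inhibition above the campaign's mean inhibition across all tested compounds plus 3 SD, cut at about 9.9% in these data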;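 note: uninfected addAB+ strain grown without phage in ampicillin broth; 0% = DMSO wells and 100% = ciprofloxacin 0.95 µg/ml wells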
# * = called active by the depositor; / = no result given.
SMILES,phage Ecoli inh,PKA-R1A act,Tat export inh,Mot1-301 SUMO,MOR-DOR ag,DSG3 Ab inh,AddAB inh,PfHsp90 set2,Arr AP2 block,OPRM1-OPRD1 inv,Ecoli viability
CSc1ncccc1C(=O)NC1CCCc2c1cnn2-c1ccc(C)c(C)c1 (stereo unspecified),-1.2,-13.4,0.2,457.9*,-2.9,/,5.2,-4.3,23.1,14.8,-0.3
COc1ccccc1C1CCN(C(=O)c2cnn(-c3ccccc3)c2C)CC1,0.5,-5.6,1.4,46.1,0.7,/,1.1,-5.4,1.0,-3.5,0.9
O=S(=O)(c1ccccc1)c1nc(-c2ccco2)oc1NCCCn1ccnc1,1.0,-2.6,-1.1,-1.6,-2.9,/,2.7,5.8,-4.6,11.9,-1.8
Cc1ccc(NS(=O)(=O)c2ccc(Cl)c(N=Nc3c(O)[nH]c(=O)[nH]c3=O)c2)cc1Cl,-0.3,-13.7,3.8,7.1,-1.3,105.4,-0.2,/,-5.2,5.1,0.2
CSc1oc(-c2ccccc2)nc1C(N)=O,2.4,-2.1,-2.1,158.9,-4.2,122.4,0.7,8.0,-15.8,19.3,-0.3
O=C(NC1CC1)c1cccc(NC(=O)c2cc(S(=O)(=O)N3CCOCC3)ccc2Cl)c1,1.2,-4.9,7.2,/,-0.7,97.0,/,-1.9,-7.4,4.2,/
Cc1ccc(C(=O)Nc2cccc(C(=O)N3CCOCC3)c2)cc1,2.7,-21.3,-0.8,386.3,-3.4,80.6,2.8,-25.2,-5.6,17.3,3.7
COc1ccc(S(=O)(=O)Nc2ccc3c(c2)C(=O)N([C@H](C)CO)C[C@H](C)[C@@H](CN(C)C(=O)NC2CCCCC2)O3)cc1,2.4,11.8,6.5,55.8,-1.8,109.7,1.9,18.9,0.6,9.9,1.8
CC(C)C12CN3CC(C(C)C)(CN(C1)C3c1ccc([N+](=O)[O-])o1)C2=O (stereo unspecified),-1.9,-6.3,-1.9,3.1,-1.5,104.7,1.7,1.3,8.3,7.7,-0.9
CC(=O)NCCn1c(SCC(=O)NCCC2=CCCCC2)nc2ccccc2c1=O,3.0,-3.3,4.4,1.7,-3.3,97.4,2.1,14.0,8.0,14.9,2.8
Cc1sc(NC(=O)c2ccccc2)c(C(=O)NC(C)C)c1C,-1.0,3.0,-9.5,-2.5,-1.9,98.4,0.1,-27.9,4.5,10.7,1.2
O=C(Nc1cccc(C(F)(F)F)c1)N1CCC(c2nc(-c3ccc(F)cc3)no2)CC1,5.0,-5.5,10.5,4.9,5.6,126.0,0.5,/,-9.1,-32.1,1.1
CCOc1ccc(C2C(C(=O)c3ccco3)=C(O)C(=O)N2CCCn2ccnc2)cc1OCC (stereo unspecified),2.0,2.4,-5.3,-4.8,-0.4,93.3,-2.7,-16.6,5.2,2.0,-1.7
Cc1nc2sc3c(=O)[nH]nnc3c2c(C)c1Br,2.8,-3.0,-6.1,-16.3,-1.2,90.8,-0.6,-9.3,11.3,7.2,0.0
COc1ccc(OC(=O)c2ccc3nsnc3c2)cc1,1.7,1.2,-0.5,34.8,-0.5,/,3.6,22.4,-3.0,2.1,-1.7
COc1ccc(CCNC(=O)c2ccc(CSc3ccccc3)o2)cc1,1.4,-9.8,1.6,-0.4,-2.2,115.6,0.7,/,-10.5,10.6,1.4
CC(=O)N1C(Nc2ccc(Cl)cc2)CCN1c1ccccc1 (stereo unspecified),2.4,6.3,-11.7,66.8,-1.7,99.3,3.4,-1.1,-2.3,10.6,-1.3
COc1ccc(N2CCN(CC(O)COc3ccc(C)cc3C)CC2)cc1 (stereo unspecified),2.1,-11.0,1.1,392.5,1.5,91.6,-0.1,4.8,-2.0,-7.5,1.1
CCC(C)(C)C1CCc2nc3ccccc3c(C(=O)OC(C)C(=O)Nc3c(C)n(C)n(-c4ccccc4)c3=O)c2C1 (stereo unspecified),3.0,-3.5,-6.3,11.4,0.8,80.8,4.2,1.6,0.1,-3.6,-0.4
COc1ccc(C(=O)c2cn(-c3cccc(Br)c3)nc2C(C)=O)cc1,3.7,0.5,-3.6,-5.9,-0.7,113.4,0.6,-0.1,38.7,3.7,-0.6
CNC(=O)c1ccc(NC(=O)CCc2c(C)noc2C)cc1,3.2,-10.8,-2.4,-5.7,-4.3,103.2,1.3,16.3,-4.1,17.0,0.5
CCc1ccc(N2CC(C(=O)Nc3cccnc3)CC2=O)cc1 (stereo unspecified),1.9,2.5,2.7,2.6,1.8,101.6,2.0,2.9,25.2,-10.4,-1.8
Cc1ccc(/C=C2\SC(=S)N(c3cccnc3)C2=O)o1,1.2,2.6,-3.4,-5.8,-0.7,87.5,1.0,1.6,44.4,3.4,2.6
O=S(=O)(NCCc1cn2ccccc2n1)c1ccc2c(c1)OCCO2,4.0,0.3,-3.5,2.8,-0.8,105.8,-0.2,-4.4,19.2,4.5,-2.7
COc1ccc(NC(=O)CSc2ncnc3c2cnn3CCc2ccccc2)cc1,1.2,-14.2,-2.0,10.4,-3.5,108.3,0.3,-10.4,-33.0,17.1,-0.1
COc1ccc(S(=O)(=O)N/N=c2\oc3c(OC)cccc3cc2S(=O)(=O)c2ccc(C)cc2)cc1OC,2.6,-1.6,-6.0,/,-3.6,100.1,0.3,-19.4,-3.5,16.8,0.6
O=C(Cc1ccc(Br)cc1)N1CCN(c2ccccc2)CC1,2.5,-5.9,1.3,158.1,-3.4,99.2,0.3,-0.2,3.6,19.6,-1.2
COC(=O)/C=C1\SC(=NC(=O)c2ccc(OC)cc2)NC1=O,0.4,-11.1,-5.6,-2.8,0.0,96.8,0.6,31.9,-12.4,0.2,-1.0
O=C(Nc1cc(S(=O)(=O)Nc2ccccc2Cl)ccc1O)c1sc2cc(Cl)ccc2c1Cl,3.4,-1.9,-4.2,-9.8,-0.9,100.8,2.2,-7.7,0.9,6.2,-1.3
O=C1S/C(=C/c2ccc(N3CCOCC3)o2)C(=O)N1Cc1c(F)cccc1Cl,1.6,-0.9,-2.3,-4.9,-1.6,213.6,1.9,95.1*,-11.3,7.8,1.4
O=C(c1cccs1)N(Cc1cc2ccccc2[nH]c1=O)CC1CCCO1 (stereo unspecified),3.5,-8.0,-2.9,-0.5,-3.8,111.2,0.6,7.5,0.4,20.1,-1.3
CC(CC(=O)N1CCc2ccccc21)c1ccccc1 (stereo unspecified),2.1,0.2,12.7,-9.7,3.1,88.9,0.3,-9.0,10.2,-14.4,-1.1
CCC(=O)Nc1cccc2cccnc12,2.5,3.6,-2.8,330.3,-0.3,101.6,0.0,-14.1,-2.1,1.9,1.5
CCOc1ccccc1C1C2CCCCC2(O)CCN1C(=O)c1cccs1 (stereo unspecified),-2.2,4.9,-5.4,-7.1,1.1,/,2.9,-7.3,14.9,-5.5,-2.2
COc1cc(N(C)C)c([N+](=O)[O-])cc1C(=O)N1CCOCC1,3.6,5.1,-4.2,71.7,-0.6,106.0,-0.4,5.6,13.8,3.3,4.8
COc1ccc(C(CNC(=O)c2cc3ccccc3o2)N2CCCC2)cc1 (stereo unspecified),-3.0,-3.7,-1.6,0.0,-2.0,108.8,6.2,-2.5,18.5,8.5,3.7
CCOC(=O)N1CCN(c2ccc(S(=O)(=O)N3CCOCC3)cc2[N+](=O)[O-])CC1,2.4,-4.5,1.2,-10.1,-2.5,102.3,0.8,-36.0,2.6,12.8,0.7
Cc1ccccc1C(=O)Nc1c(C)[nH]c(=O)[nH]c1=O,3.0,-2.1,-3.7,20.8,-2.9,89.9,-0.4,0.1,-1.0,16.9,1.6
COc1ccc(NC(=O)CN(C)C(=O)CCc2ccccc2)cc1,1.7,1.3,1.4,-2.4,0.0,/,1.2,-12.8,36.0,-0.1,-1.3
O=C(CCn1c(=O)c2ccccc2n(CC(=O)N2CCN(c3ccccc3)CC2)c1=O)NCc1ccco1,1.9,1.3,-4.0,167.9,-2.0,92.7,0.8,-30.8,-5.8,11.2,0.2
Cc1ccccc1NC(=O)c1csc2c1CCCC2,3.3,4.5,-1.7,8.3,-1.7,92.8,0.0,11.6,3.4,8.9,1.3
O=S(=O)(NCc1ccccn1)c1ccc(Cl)s1,3.4,-11.7,10.9,308.8,-2.3,107.2,3.1,-13.1,17.7,13.4,-1.5
Cc1cc(C(=O)Nc2c(C)n(C)n(-c3ccccc3)c2=O)cs1,1.5,-4.0,-3.9,-10.2,-0.3,98.6,0.0,12.4,2.9,1.5,-0.4
CN(CCc1ccccn1)C(=O)CCC1CCCN(C(=O)c2c(F)ccc(F)c2F)C1 (stereo unspecified),0.1,-2.6,6.2,-10.8,-3.2,99.0,2.6,-2.2,-6.7,17.4,-0.9
CCN(CC)CCNS(=O)(=O)c1ccc(OC)c(Br)c1,4.1,3.5,-2.9,-14.5,-0.7,101.2,2.7,9.2,-13.8,3.9,2.2
Nc1ccc(S(=O)(=O)Nc2nccs2)cc1,11.6*,1.1,2.3,/,-2.4,109.4,29.4*,10.2,0.7,12.0,15.4*
Cc1ccc(S(=O)(=O)N2CCOCC2)cc1NC(=O)c1cc2c(s1)CCC2,2.8,-2.1,-1.0,-23.1,-1.9,80.8,1.1,-38.8,8.7,9.4,-0.9
CN(c1ccccc1)S(=O)(=O)c1ccc(C(=O)NCc2cccs2)cc1,2.1,-0.8,0.4,-13.9,-1.3,92.0,1.9,-7.7,-2.7,7.0,0.8
Cc1ccc(S(=O)(=O)N2CCN(C(=O)Cn3c(=O)cnc4ccccc43)CC2)cc1,2.1,-2.4,2.7,-0.5,-4.5,115.8,0.2,-10.8,-3.2,17.9,0.2
C[C@@H](NC(=O)c1[nH]cnc1C(=O)Nc1ccccc1)c1ccccc1,1.3,-4.6,9.8,0.6,6.9,102.0,-0.7,/,8.1,-37.9,-3.2
CCn1c(N2CCN(S(=O)(=O)c3ccccc3C(F)(F)F)CC2)nc2ccccc21,-2.1,7.9,-0.5,8.8,2.3,104.5,-0.2,/,29.6,-12.3,-3.3

# Sorted by molar mass (ascending): some entries from above
SMILES,phage Ecoli inh,PKA-R1A act,Tat export inh,Mot1-301 SUMO,MOR-DOR ag,DSG3 Ab inh,AddAB inh,PfHsp90 set2,Arr AP2 block,OPRM1-OPRD1 inv,Ecoli viability
Cc1nc2sc3c(=O)[nH]nnc3c2c(C)c1Br,2.8,-3.0,-6.1,-16.3,-1.2,90.8,-0.6,-9.3,11.3,7.2,0.0
COc1ccc(C(=O)c2cn(-c3cccc(Br)c3)nc2C(C)=O)cc1,3.7,0.5,-3.6,-5.9,-0.7,113.4,0.6,-0.1,38.7,3.7,-0.6
CCC(C)(C)C1CCc2nc3ccccc3c(C(=O)OC(C)C(=O)Nc3c(C)n(C)n(-c4ccccc4)c3=O)c2C1 (stereo unspecified),3.0,-3.5,-6.3,11.4,0.8,80.8,4.2,1.6,0.1,-3.6,-0.4
